# Bioassay records: PubChem, several laboratories
# ABCB6 inh 2: inhibitors of human ABC transporter ABCB6; fluorescence ratio to DMSO, % at 10 µM; 360,000 compounds, 0.19% hits; Q9NP58; AID 602162; K562-ABCB6 porphyrin accumulation, flow cytometry, 1 h; active compounds read low;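 active = fluorescence ratio to DMSO below 75%, the collection mean minus 3 SD; inconclusive = too few cells collected in the well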;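 note: signal is porphyrin accumulated inside mitochondria; 100% equals median channel fluorescence of DMSO control wells; lower ratio means ABCB6 inhibition with less porphyrin fluorescence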
# Vif imaging: HIV Vif inhibition | HEK293T cells, Vif self-association by quenched fluorescence, imaging, 24 h | inhibition, % at 7.49 µM | 340,000 compounds, 0.35% hits | AID 602346; in the data active = inhibition above about 50%, passing the limit was not always enough; inconclusive = no clear call, values can overlap the other calls; inactive = below about 31%; note: some results filed as inactive read as strong as hits
# Exocytosis inh: blocks lytic granule exocytosis | TALL-104 LAMP-1 surface exposure, flow cytometry; cells stimulated with thapsigargin and PMA | inhibition, % at 10 µM | 360,000 compounds, 0.66% hits;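 active = inhibition above about 55%, limit read from the data; inconclusive = no clear call, values can overlap the other calls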
# PDI inh: blocks human protein disulfide isomerase activity | PDI insulin aggregation turbidity, A650, 90 min | inhibition, % at 10 µM | 350,000 compounds, 0.052% hits | AID 588391;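 active = mean inhibition across replicates of 30% or more, whatever share of single replicates reach that level; inconclusive = mean inhibition below 30% while every single replicate reaches 30%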;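 note: absorbance from insulin aggregation driven by PDI reduction with DTT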
# Target sequence (P07237 whole entry, looked up): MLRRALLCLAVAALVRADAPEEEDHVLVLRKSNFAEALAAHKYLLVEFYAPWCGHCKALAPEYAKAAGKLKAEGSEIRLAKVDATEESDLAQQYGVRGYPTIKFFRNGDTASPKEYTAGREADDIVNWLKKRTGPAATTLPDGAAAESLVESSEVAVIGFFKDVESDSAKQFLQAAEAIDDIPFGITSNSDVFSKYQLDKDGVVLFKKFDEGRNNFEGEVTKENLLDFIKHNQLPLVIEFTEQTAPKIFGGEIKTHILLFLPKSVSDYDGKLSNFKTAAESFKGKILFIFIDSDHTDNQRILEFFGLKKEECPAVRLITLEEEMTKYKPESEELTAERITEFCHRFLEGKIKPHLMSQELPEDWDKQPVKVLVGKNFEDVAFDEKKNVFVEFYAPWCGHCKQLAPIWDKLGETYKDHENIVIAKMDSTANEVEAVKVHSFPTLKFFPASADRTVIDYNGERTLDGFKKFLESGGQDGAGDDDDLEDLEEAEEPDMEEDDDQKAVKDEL
# hiPSC survival: hiPSC single-cell survival enhancement. 360,000 compounds, 0.044% hits. survival enhancement, % at 20 µM. ATPlite luminescence; 100% = ROCK inhibitor wells, 0% = DMSO; in the data active = survival enhancement above about 18%;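 note: cells exposed to compounds for 16 hours before the ATP read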
# Cardio protect: protects H9c2 cardiomyocytes from peroxide injury; H2O2 injury protection, ATPLite, 2 h; protection from H2O2 cell death, % at 20 µM; 360,000 compounds, 0.63% hits; AID 588492;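 active = compounds giving at least 50% protection of heart cells from peroxide-induced death in the single-dose screen, raw or plate-pattern-corrected value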;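 note: 0% = DMSO wells with peroxide and 100% = DMSO wells without peroxide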
# aDG glyco act: increases alpha dystroglycan glycosylation; Pro5-aDG cells, alpha-DG glycosylation AlphaScreen (IIH6); 0% Pro5, 100% B10-LARGE cell signal; activation, % at 10 µM; 360,000 compounds, 0.22% hits;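 active = activation of at least 8% versus controls, or a plate z-score of at least 8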;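 note: Pro5 are CHO cells carrying HIG-tagged alpha-DG that lacks glycosylation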
# m5-HT2A agonist: agonists of mouse serotonin 5-HT2A receptor (HTR2A) | 360,000 compounds, 0.66% hits | CHO-K1 mHTR2A beta-arrestin complementation, luminescence; percent of 30 µM serotonin response | activation, % at 7.6 µM | P35363;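 active = activation above a run cutoff, the mean activation of all tested compounds plus 3 SD, cut at about 14% in these data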;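 note: 0% = plate median of compound wells and 100% = 30 µM serotonin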
# Target sequence (P35363 whole entry, looked up): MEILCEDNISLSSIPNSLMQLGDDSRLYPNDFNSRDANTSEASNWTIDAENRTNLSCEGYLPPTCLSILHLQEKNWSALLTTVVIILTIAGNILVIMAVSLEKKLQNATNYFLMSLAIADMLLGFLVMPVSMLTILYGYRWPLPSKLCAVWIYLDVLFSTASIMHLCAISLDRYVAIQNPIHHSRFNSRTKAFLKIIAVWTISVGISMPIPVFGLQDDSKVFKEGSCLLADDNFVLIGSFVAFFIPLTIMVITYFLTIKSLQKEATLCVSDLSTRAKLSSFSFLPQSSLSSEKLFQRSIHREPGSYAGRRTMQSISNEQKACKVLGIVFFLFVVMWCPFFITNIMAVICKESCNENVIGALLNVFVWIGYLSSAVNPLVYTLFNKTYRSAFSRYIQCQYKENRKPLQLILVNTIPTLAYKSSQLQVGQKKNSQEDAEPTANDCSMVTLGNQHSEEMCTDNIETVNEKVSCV
# Glyco luc inh: N-linked glycosylation inhibition | D54 ERlucT glycosylation luciferase reporter, 24 h; percent of 100 nM tunicamycin response | reporter increase, % at 12.5 µM | 360,000 compounds, 0.23% hits;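 active = mean luciferase reporter signal, scaled so untreated is 0 and the glycosylation-blocking control 100, at or above a set limit in every replicate; inconclusive = mean reaches the limit but not every replicate does; inactive = mean below the limit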;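 note: luciferase carries N-glycosylation sites so blocking glycosylation raises the light; 0% = median of neutral control wells and 100% = median of 100 nM tunicamycin wells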
# CaV13 FRET inh: Primary screen for inhibitors of IQ motif and Ca2+-dependent inactivation inhibitor domain binding in CACNA1D, Förster resonance energy transfer in living cells, …. AID 743397. inhibition, % at 12.3 µM. 340,000 compounds, 0.098% hits. HEK cells, CFP/YFP FRET ICDI-IQ, plate reader, 10 min; percent FRET-ratio fall versus neutral wells;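 active = mean replicate inhibition of at least 30% and at least 1% of replicates passing that level; inconclusive = only one of the two criteria is met; inactive = neither criterion is met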;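 note: 0% = median of the neutral control wells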
# * = called active by the depositor; ? = inconclusive; · = no result given. Random draw from the library; 3.1% or so of the library scored in one or more.
SMILES,ABCB6 inh 2,Vif imaging,Exocytosis inh,PDI inh,hiPSC survival,Cardio protect,aDG glyco act,m5-HT2A agonist,Glyco luc inh,CaV13 FRET inh
O=C(c1cccc2ccccc12)C1CCCN(C(=O)C2CCOCC2)C1 (centres undefined),96,-4,-2,17,-0.2,-2,0.0,0,-1,8
O=C(COc1ccc(F)cc1)N(Cc1ccc(Cl)cc1)C1CCS(=O)(=O)C1 (centres undefined),92,1,0,6,-0.4,1,0.2,-1,0,-17
O=C(c1ccc(Cl)c(S(=O)(=O)N2CCCC2)c1)N1CCN(c2ccccc2)CC1,86,-32,4,-7,2.5,0,0.3,0,-1,0
O=C(NCCCN1CCCCC1)c1ccc(CS(=O)c2ccc(F)cc2)o1 (centres undefined),100,-5,-2,4,0.9,-8,0.3,-4,0,-4
O=S(=O)(c1cccc2nonc12)N1CCN(c2ccccc2F)CC1,89,-2,-1,3,0.0,-2,-0.6,0,0,-5
CSC[C@H]1CN(c2ccc(Br)cc2)C(=O)[C@@H]1CC(=O)Nc1ccccc1,98,·,4,0,-0.9,-5,-0.1,0,3,-5
CS(=O)(=O)c1ccc(Cl)c(NC(=O)C2CC(=O)N(c3ccc4c(c3)OCCO4)C2)c1 (centres undefined),97,-8,2,1,-0.6,-3,-0.3,10,2,-11
CCCn1nc(C(=O)NCC2COc3ccccc3O2)c2ccccc2c1=O (centres undefined),87,-2,4,-2,-0.4,4,0.3,1,1,-2
CC(=O)Oc1ccc(C(=O)Nc2ccc(S(=O)(=O)NCC3CCCO3)cc2)cc1 (centres undefined),92,3,16,1,-0.4,-12,0.0,-5,3,-3
CCOc1ccc2[nH]c(=S)[nH]c2c1,90,-5,4,7,3.6,2,-0.1,-1,-1,·
COc1ccc(NC(=O)Nc2ccccc2SC)c(OC)c1,100,8,-3,4,-1.1,-1,0.1,-5,1,-1
CC(C)CNC(=O)COc1ncnc2sccc12,106,1,-2,3,-1.1,3,-0.2,1,2,-1
Cc1nc2ccc(Br)cn2c(=O)c1Cl,97,·,0,-2,5.0,10,-0.1,-1,·,-5
CCc1ccc2c(CSc3nnnn3C)cc(=O)oc2c1,99,-1,-6,-1,0.4,3,-0.2,1,1,-16
O=c1oc2cc(O[C@@H]3OC[C@@H](O)[C@H](O)[C@H]3O)ccc2c2ccccc12,105,-3,-4,-4,0.3,13,0.0,5,4,-1
COC(=O)c1ccccc1NC(=O)N1CCN(S(=O)(=O)c2ccc(Cl)cc2)CC1,97,-5,9,-2,-1.2,-4,0.3,17*,0,-5
CC1CCCN(C(=O)Cn2c(=O)oc3ccccc32)C1 (centres undefined),102,-1,-3,0,0.9,-2,-0.2,3,0,-4
COc1cccc(C=Nc2ccccc2C#N)c1O,97,2,2,-10,-0.4,31,-0.2,-3,1,-3
C/C(=N\NC(=O)c1ccc([N+](=O)[O-])cc1)c1cccc([N+](=O)[O-])c1,94,9,0,7,-2.2,12,-0.7,-5,0,-6
CCc1ccc(CNCc2cccs2)cc1,100,-1,0,-1,-0.7,1,0.0,3,-2,-7
CCc1ccc(N(C(=O)CNC(=O)c2ccco2)C(C(=O)NC2CCCC2)c2ccncc2)cc1 (centres undefined),108,0,-5,9,-0.2,1,0.1,-4,2,-2
COc1cc2cc(CN(Cc3nnnn3Cc3ccco3)C3CCCCC3)c(=O)[nH]c2cc1OC,112,13,1,1,11,43,-0.1,-1,-1,·
COc1ccc(N2C(=O)C3CCCN3C2c2ccccc2)cc1Cl (centres undefined),92,14,-5,-2,-2.7,-4,0.0,2,1,-4
O=C(Nc1cc(S(=O)(=O)N2CCOCC2)ccc1N1CCCC1)C1COc2ccccc2O1 (centres undefined),96,-4,4,-4,0.1,-2,0.0,-7,3,-2
COc1cccc(CNC(=O)C2CCN(S(=O)(=O)c3ccc(C)cc3)CC2)c1,91,3,-4,4,3.2,1,0.0,-10,-1,-3
CC(=O)NCCc1nc2cc(NC(=O)c3cccc([N+](=O)[O-])c3)ccc2n1C,96,-20,-2,1,0.0,1,-0.1,3,-3,·
COc1ccccc1OCC(=O)N/N=C/c1c(O)ccc2ccccc12,104,4,10,1,-0.3,40,0.2,0,5,-8
COc1ccc(CCC(=O)NC2CCCc3ccccc32)cc1OC (centres undefined),93,-5,-3,1,-0.2,2,-0.2,-1,1,-7
COC(=O)[C@]12CCCCC=C1N(CCC1=CCCCC1)C(=O)[C@H](CC(=O)NCC1CCCCC1)C2,94,·,0,·,0.1,·,0.1,19*,·,-5
COc1ccc(CCN2C(=O)CC(N3CCN(S(=O)(=O)c4ccccc4)CC3)C2=O)cc1OC (centres undefined),98,-7,-1,-2,1.2,-8,0.0,1,0,7
O=C(CC(=O)Nc1ccc(Cl)c(Cl)c1)N/N=C/c1ccc(O)cc1,99,8,9,4,-0.5,-10,0.2,9,-3,-18
CCN(CC)C(c1ccc(C)cc1)c1nnnn1C1CCCCC1 (centres undefined),97,?,-6,-7,-0.8,-6,0.1,-3,-4,-3
O=C(O)CCCCc1nc2ccccc2s1,96,-15,13,-7,3.2,-2,-0.1,11,3,-5
COc1ccc(-c2cc(C(=O)NC3=NCCS3)c3ccccc3n2)cc1OC,104,-5,20,0,3.2,9,-0.8,-1,-6,-3
C/C(=N/NC(=O)c1nnn(-c2nonc2N)c1CSc1ccc(C)cc1)c1ccncc1,96,-1,-8,12,1.6,0,-0.1,2,-3,-6
COC(=O)c1sccc1NC(=O)C1CC(C)=C(C)CC1C(=O)O (centres undefined),94,-1,-5,-1,-0.5,3,-0.3,3,-1,1
CC(SC1=NCCS1)C(=O)Nc1nnc(-c2ccc(F)cc2)s1 (centres undefined),92,·,-9,·,0.9,-8,0.2,1,1,-4
CC(=O)Nc1ccc(NC(=O)CSc2nnc(-c3cccnc3)o2)cc1,98,9,8,-4,0.4,1,-0.1,-8,1,-3
COC(=O)CCC(=O)Nc1ccc(Br)cc1,104,5,-2,-3,-2.2,5,-0.3,1,3,0
O=C(O)CC/C(=N\NC(=O)CNC(=O)c1cccc(Cl)c1)c1ccccc1,99,-1,4,4,-1.3,0,0.2,1,0,-5
CN(CC(=O)Nc1c(Cl)cccc1Cl)C(=O)c1cc(S(=O)(=O)N(C)C)ccc1N1CCCC1,86,9,-5,-6,0.7,0,-0.2,-1,1,0
COc1ccc(OC)c(-c2nnc3n2N=C(c2ccc(OC)c(OC4CCOC4)c2)CS3)c1 (centres undefined),98,15,19,0,0.1,30,-0.4,5,10,-6
CCC(C)(C)NC(=O)C(c1ccc(O)cc1)N(CCOC)C(=O)CCC(=O)Nc1nccs1 (centres undefined),96,20,2,2,-0.6,22,0.0,-4,-2,-7
CC(C)c1ccc(C(=O)NCCCNC(=O)c2cnccn2)cc1,93,6,-8,-5,-0.4,-2,-0.1,-3,1,-5
COC(=O)c1c(NC(=O)CS(=O)(=O)c2ccccc2)sc(C)c1C,96,2,-7,3,0.0,-1,-0.4,14,1,-8
CC(C)Cn1c(=S)[nH]c2ccccc2c1=O,96,-8,-8,1,1.5,-6,-0.3,2,2,-6
S=C(Nc1ccc2nsnc2c1)N1CCCCC1,101,-5,15,-5,-1.9,-3,5.1,8,0,-6
COc1ccc(-c2nc(SCC(=O)N3CCCC3)n[nH]2)cc1,93,2,-10,-5,-0.4,0,-0.1,7,0,-7
CC(=O)Nc1ccc(S(=O)(=O)N2CCC(NC(C)=O)(c3cccc(F)c3)CC2)cc1,89,-9,-1,-4,-1.4,-6,0.0,-5,0,-2
CNC(=S)NNC(=O)c1sccc1C,102,-1,0,-2,0.7,1,-0.2,-1,3,-17
COc1ccc(C2=Nn3c(nnc3-c3ccco3)SC2)cc1OC,94,14,0,4,1.8,17,0.0,7,1,·
COc1ccc(-c2nc(-c3ccccc3)nc(N3CCN(C)CC3)c2C#N)cc1,100,2,4,-9,9.5,4,0.0,-1,4,-3
COc1ccc(NC(=O)CNc2ccccc2N2CCCC2=O)cc1S(=O)(=O)N1CCOCC1,102,-5,-2,-5,-0.4,4,0.0,1,0,-5
COC(=O)c1ccc(CN2C(=O)NC3(CCC(C)CC3)C2=O)o1 (centres undefined),106,9,-4,4,-1.6,5,-0.2,2,2,-5
Cc1ccc(S(=O)(=O)NNC(=O)C23CCC(CC2)C3)cc1,104,·,2,5,4.4,0,0.1,-4,2,-10
CCc1nc(N)c(C#N)c(-c2ccncc2)c1C,104,-8,1,10,1.8,0,-0.3,7,0,-4
CCCCCN(C(=O)CCC(=O)OCC(=O)NCc1ccc(OC)cc1)c1c(N)n(CCCC)c(=O)[nH]c1=O,90,-7,0,-13,1.8,2,0.1,0,1,-6
COc1cccc(NC(=O)N2CCN(C(=O)C(Cc3ccc(OC)c(OC)c3)NC(C)=O)CC2)c1 (centres undefined),99,0,1,2,0.0,2,-0.2,-2,3,-5
COc1ccc(NC(=O)c2ccc(NC(=O)c3nc4nc(C)cc(C)n4n3)cc2)cc1,101,0,-1,-1,0.1,0,-0.3,15*,-1,-6
N#CCC(=O)Nc1ccc(C(=O)OCC(=O)c2ccc3c(c2)OCO3)cc1,104,2,11,-2,-0.4,-4,-0.1,10,-2,-6

# Random excerpt: four records from the list, in no set order.
SMILES,ABCB6 inh 2,Vif imaging,Exocytosis inh,PDI inh,hiPSC survival,Cardio protect,aDG glyco act,m5-HT2A agonist,Glyco luc inh,CaV13 FRET inh
COc1ccc(NC(=O)c2ccc(NC(=O)c3nc4nc(C)cc(C)n4n3)cc2)cc1,101,0,-1,-1,0.1,0,-0.3,15*,-1,-6
CC(C)Cn1c(=S)[nH]c2ccccc2c1=O,96,-8,-8,1,1.5,-6,-0.3,2,2,-6
COc1ccc(-c2nc(-c3ccccc3)nc(N3CCN(C)CC3)c2C#N)cc1,100,2,4,-9,9.5,4,0.0,-1,4,-3
COc1ccc(NC(=O)CNc2ccccc2N2CCCC2=O)cc1S(=O)(=O)N1CCOCC1,102,-5,-2,-5,-0.4,4,0.0,1,0,-5

# (continued)
SMILES,ABCB6 inh 2,Vif imaging,Exocytosis inh,PDI inh,hiPSC survival,Cardio protect,aDG glyco act,m5-HT2A agonist,Glyco luc inh,CaV13 FRET inh
Cc1ccc(C)c(-n2nnnc2SCC(=O)NCCC2=CCCCC2)c1,103,-7,0,0,0.6,-7,0.8,0,0,-4
Cc1cccc(-n2c(-c3ccoc3C)n[nH]c2=S)c1,98,-2,3,-2,2.4,6,-0.1,13,2,-6
COC(=O)[C@]12CCCCC=C1N(Cc1ccccc1)C(=O)[C@H](CC(=O)N1CCN(C(=O)c3ccco3)CC1)C2,92,·,4,·,-0.4,·,0.1,-3,·,-8
COc1ccc(CNC(=O)C2(CC3CC(c4ccccc4)=NO3)CCN(C(=O)c3cccc(O)c3)CC2)cc1 (centres undefined),93,3,4,5,1.0,17,-0.3,0,0,-3
Cc1ccc(NNC(=S)Nc2ccc(C(C)C)cc2)c(C)c1,102,3,1,12,-2.6,-22,-0.4,-4,-4,-3
COc1ccc(N2CCN(c3ccc([N+](=O)[O-])nc3)CC2)cc1,95,-1,1,3,-0.6,-11,0.5,0,-1,-2
